# Screening data as filed in PubChem.
# Efflux pump inh: antifungal efflux pump inhibition, Nile Red retention; S. cerevisiae Candida pump triplex; inhibition, % at 10 µM; actives 0.44% (n = 330,000); AID 485275;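 active = plate passing quality check with inhibition over a set limit, or well fluorescence over plate mean plus 4 SD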;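 note: Nile Red retained in pooled yeast measured as flow cytometry median fluorescence; 0% = buffer negative control and 100% = Enniatin B positive control; higher means more Nile Red kept so more efflux inhibition; some compounds called inactive have numbers as strong as hits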
# GASC-1 inh: human JMJD2C demethylase inhibition; actives 0.069% (n = 330,000); GST-JMJD2C(1-420) H3K9me3 demethylation, DELFIA europium; AID 2099; inhibition, % at 2.35 µM;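 active = more than half of a compound's replicate wells show inhibition beyond 50%, single wells judged on their own value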;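 note: signal counts dimethyl H3K9 product captured on neutravidin plate; 0% = median of DMSO wells and 100% = 0.3 times that DMSO median; strong numbers were not always called active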
# proCasp3 act: activates human procaspase-3; AID 463141; P42574; recombinant procaspase-3 D3A, Ac-DEVD-pNA absorbance 405 nm; actives 0.11% (n = 330,000); activation, % at 8.5 µM;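 active = activation above the mean of all tested compounds plus 3 SD, cut at about 21% in these data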;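 note: 0% = DMSO alone and 100% = DMSO wells spiked with extra 5 µM PC-3 D3A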
# Target sequence (P42574 whole entry D9A/D28A/D175A): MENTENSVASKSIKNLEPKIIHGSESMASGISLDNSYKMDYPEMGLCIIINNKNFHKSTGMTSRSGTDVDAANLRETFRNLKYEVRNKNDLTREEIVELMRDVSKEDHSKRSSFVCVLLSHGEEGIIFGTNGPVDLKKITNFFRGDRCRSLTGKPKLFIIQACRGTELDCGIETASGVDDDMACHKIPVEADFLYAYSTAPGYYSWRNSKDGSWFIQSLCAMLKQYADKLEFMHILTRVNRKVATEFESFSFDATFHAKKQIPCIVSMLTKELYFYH
#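 Assay system – Procaspase-3 D3A mutant · Benchmarks – DMSO low control, extra-enzyme high control · Technique – 405 nm absorbance of p-nitroaniline, reads at 0 and 120 min · Doses – 8.5 µM nominal · Measure – % activation between DMSO and enzyme-spiked controls · Also added – Ac-DEVD-pNA chromogenic peptide substrate · Schedule – 1 h compound preincubation, 2 h substrate hydrolysis at 25 °C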
# CTSL1 counter: blocks F. hepatica cathepsin L1 in PFM18AAP counter-screen; inhibition, % at 5.96 µM; actives 0.49% (n = 300,000); recombinant F. hepatica cathepsin L1, Z-Leu-Arg-MCA fluorescence;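 active = inhibition above the mean of all tested compounds plus 3 SD, set per screening campaign, cut at about 17% in these data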;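 note: 0% = plate median of test compound wells and 100% = 1 µM Z-Phe-Ala-diazomethylketone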
# HCV core dimer: blocks dimerization of HCV core protein. AID 1899. TR-FRET GST/Flag-core106 dimerization, 1536-well. actives 0.33% (n = 300,000). inhibition, % at 5 µM;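 active = inhibition above the mean of all tested compounds plus 3 SD, set per screening campaign, cut at about 45% in these data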
#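 Assay system: Tagged HCV core106 pair (GST and Flag) | Buffer or medium: KF-containing HEPES buffer, pH 7.45, DTT, CHAPS, BSA | Also added: Eu donor and XL665 acceptor anti-tag antibodies | Dosing: One concentration, 5 µM, in 0.5% DMSO | Timing: 4 h at 22.5 °C | Technique: TR-FRET 671 and 617 nm emission | Repeats: Singlicate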
# PP5 primary: PP5 (human) phosphatase inhibition. purified PP5c, OMFP substrate fluorescence. inhibition, % at 6.7 µM. P53041. actives 0.18% (n = 320,000);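 active = inhibition above the campaign's mean inhibition across all tested compounds plus 3 SD, cut at about 9.5% in these data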;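 note: 0% = DMSO only and 100% = 100 µM cantharidin control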
# PP1 inh: blocks human PP1-alpha phosphatase, a PP5 counter-screen; inhibition, % at 6.7 µM; actives 0.9% (n = 320,000); purified PP1alpha, OMFP fluorescence;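 active = inhibition above the mean inhibition of all tested compounds plus 3 SD, computed separately for each screening campaign, cut at about 15% in these data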
# Target sequence (P62136 whole entry, looked up): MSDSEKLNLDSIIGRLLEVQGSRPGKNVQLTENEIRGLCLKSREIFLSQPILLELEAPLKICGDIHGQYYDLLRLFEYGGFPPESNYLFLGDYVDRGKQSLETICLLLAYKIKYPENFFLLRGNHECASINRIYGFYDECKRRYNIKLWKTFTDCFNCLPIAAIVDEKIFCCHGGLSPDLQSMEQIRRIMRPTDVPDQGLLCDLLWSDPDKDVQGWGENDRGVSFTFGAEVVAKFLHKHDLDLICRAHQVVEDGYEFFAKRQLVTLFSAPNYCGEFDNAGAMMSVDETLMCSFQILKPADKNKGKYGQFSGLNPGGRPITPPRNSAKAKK
# procasp7 counter: counter-screen: procaspase-7 (human) activation; P55210; recombinant procaspase-7, Ac-DEVD-pNA absorbance 405 nm; D23A/D198A/D206A triple mutant, cannot self-cleave; scale: DMSO 0, 5 µM enzyme 100; activation, % at 8.5 µM; actives 0.093% (n = 330,000); AID 463210;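 active = percent activation above the screen-wide mean plus 3 SD, cut at about 25% in these data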
# Target sequence (P55210 whole entry D23A/D198A/D206A): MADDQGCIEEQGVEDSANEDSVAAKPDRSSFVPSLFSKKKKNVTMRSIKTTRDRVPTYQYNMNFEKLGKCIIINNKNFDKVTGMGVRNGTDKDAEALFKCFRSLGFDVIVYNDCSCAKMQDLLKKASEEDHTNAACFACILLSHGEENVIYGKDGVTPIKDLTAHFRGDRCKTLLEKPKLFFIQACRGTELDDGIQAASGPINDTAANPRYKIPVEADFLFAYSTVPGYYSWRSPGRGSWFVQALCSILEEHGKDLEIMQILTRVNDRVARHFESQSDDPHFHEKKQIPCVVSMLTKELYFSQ
#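 Assay system: Uncleavable procaspase-7 mutant enzyme; Input: 2 µM procaspase-7 mutant as dispensed; Also added: DEVD-pNA substrate; Medium: Zinc-free HEPES pH 7.4 with 300 mM NaCl, 0.01% Triton X-100; Timing: 1 h compound preincubation, 2 h substrate cleavage, 25 °C; Measured by: Epi-absorbance of released pNA at 405 nm, two timepoints.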
# TPT1 inhibitor: blocks Candida albicans tRNA 2'-phosphotransferase. inhibition, % at 5 µM. recombinant caTPT1, FP RNA substrate dephosphorylation. actives 0.81% (n = 300,000);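 active = inhibition above the mean of all tested compounds plus 3 SD, set per screening campaign, cut at about 24% in these data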;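 note: plate controls were DMSO alone for no effect and ferristatin control at 100 nM for full effect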
# Active calls of the source: *; x = not tested or not shown.
SMILES,Efflux pump inh,GASC-1 inh,proCasp3 act,CTSL1 counter,HCV core dimer,PP5 primary,PP1 inh,procasp7 counter,TPT1 inhibitor
COc1ccc(C(=O)COC(=O)c2sc(C)nc2C)cc1OC,0.1,x,10,x,x,1.5,-6,-7,x
COc1ccc(CC(=O)Nc2ccc(-c3cn4ccc(C)cc4n3)cc2)cc1,-0.1,2,2,8,4,-3.1,4,-5,-2
O=[N+]([O-])c1ccc(Sc2n[nH]c(-c3ccccc3)n2)nc1,-0.1,-7,-2,2,-15,1.5,-3,-5,-7
CCN1CCN(C(=O)c2oc(=O)c3ccccc3c2-c2ccc(C)cc2)CC1,0.0,7,1,-2,7,0.4,-3,16,-2
Cc1cc(C(F)(F)F)n2nc(-c3sccc3-n3cccc3)cc2n1,0.2,-1,12,2,-3,-0.4,-1,4,-3
Clc1ccccc1-c1nnc2sc(CCc3ccccc3)nn12,-0.1,9,-1,-1,7,-0.5,7,-16,0
CCOc1ccc(C(C)NC(=O)c2cccnc2OCC)cc1OCC (stereo unspecified),0.6,-17,-3,-1,4,-3.4,-5,-9,-3
CC1(C)CC(Cc2nc(=S)[nH][nH]2)C(=O)O1 (stereo unspecified),-0.1,15,6,1,4,-1.6,-6,-11,2
COc1cc(NC(=O)COC(=O)CNC(=O)c2ccc(C)cc2)c(C)cc1[N+](=O)[O-],0.1,19,1,-8,-4,3.9,-5,-2,-4
CCN1CCN(S(=O)(=O)c2ccc(Cl)c(C(=O)N(C)Cc3cccs3)c2)CC1,0.1,6,-64,x,x,-0.7,-5,2,x
Cc1c(NC(=O)c2ccc(NS(=O)(=O)c3ccc(F)c(F)c3)cc2)c(=O)n(-c2ccccc2)n1C,-0.2,3,3,x,x,x,x,6,x
CCn1c(SCC(=O)N/N=C/c2ccccc2OCC(=O)O)nnc1-c1ccc(OC)cc1,-0.1,-9,-5,6,1,-0.4,-11,5,0
Cc1ccc(NC(=O)COC(=O)CCNS(=O)(=O)c2ccc(C)c(C)c2)cc1,0.0,-2,5,-21,10,1.7,-1,-2,1
CCOc1ccc2oc(C(=O)NCc3ccccc3CN3CCCC3)c(C)c2c1,-0.1,5,4,x,x,0.4,-2,2,x
CP(=O)(COC(=O)c1ccccc1)COC(=O)c1ccccc1,-0.2,-4,13,-3,0,2.4,-3,3,4
Cc1cc(C)c(OCC(=O)OC(C)C(=O)N2CCc3ccccc32)c(C)c1 (stereo unspecified),0.2,14,-5,-11,2,1.0,-5,-1,0
CC(=O)c1ccc(Nc2cnn(C34CC5CC(CC(CC(=O)O)(C5)C3)C4)c(=O)c2Cl)cc1,-0.1,-4,6,10,-1,-1.5,-3,-12,0
CCOc1ccccc1CN1C(=O)c2ccccc2C1C(=O)NC(C)CC (stereo unspecified),0.1,8,-1,0,-4,-0.4,-1,0,-2
C=CCOc1c(Br)cc(/C=N/Nc2ccc(C(=O)O)cc2)cc1OCC,-0.3,-2,10,7,13,3.5,4,-7,-1
O=[N+]([O-])c1ccc(Cl)c(/C=N/n2c(C3CCCCC3)n[nH]c2=S)c1,0.0,3,-3,-5,-5,3.8,-3,2,-1
CCOc1cc(C(=O)Nc2ccc(S(=O)(=O)NC3=NCCCCC3)cc2)cc(Br)c1OC,-0.1,6,8,1,2,1.8,0,-6,-1
COc1ccccc1-c1ccc(=O)n(CC(=O)NC2CCc3ccccc32)n1 (stereo unspecified),0.1,-3,-2,1,1,1.8,-5,3,2
CC(CCc1ccccc1)NC(=O)C1CCCN(C(=O)c2cc3sccc3n2C)C1 (stereo unspecified),0.1,-1,0,1,1,0.2,2,12,-3
CC(C)N(CCCNC(=O)c1nn(C)c2c1CS(=O)(=O)c1ccccc1-2)Cc1ccccc1,0.0,-6,8,1,9,-0.6,-4,-8,-1
CC12CCC(=O)N1C(C(=O)OCC(=O)Nc1sccc1C#N)CS2 (stereo unspecified),-0.1,-2,3,-4,1,-0.8,1,-6,-5
CC(C)Cc1nc(Cl)c(C#N)c2c1CCC2,0.0,x,0,-1,0,-4.4,-3,11,1
NC(=O)NOCc1ccc(Cl)cc1Cl,0.3,-8,9,-9,-4,-1.0,-13,7,5
Cc1c(CC(C)C)nc(N)c(C#N)c1-c1ccccc1,0.0,1,-4,1,0,2.0,2,-4,-5
COc1cc(OC)cc(-c2oc3cccnc3c2C#CCCO)c1,-0.1,0,1,4,10,3.0,2,5,-4
CCCn1c(=O)c2sccc2n2c(CCCC(=O)NC3CCN(Cc4ccccc4)CC3)nnc12,-0.1,-2,4,-4,-5,0.7,0,-3,0
O=c1cc(-c2cccc([N+](=O)[O-])c2)[nH][nH]1,-0.2,10,-15,1,-5,-3.0,-3,-9,0
COC(=O)c1c(C(=O)OC)c(C)n(Cc2ccco2)c1C,-0.1,15,2,9,-10,-4.8,-3,-1,-5
CC(C)c1ccccc1NC(=O)CNC(C)c1ccc(F)cc1 (stereo unspecified),-0.1,12,6,3,0,0.8,-1,-1,-2
CCOC(=O)c1c(NC(=O)Cn2c(=O)oc3ccccc32)oc(C)c1C(C)=O,0.1,6,9,-2,-3,1.9,0,-3,1
CCOc1ccccc1OCCCC(=O)Nc1sccc1C(N)=O,0.0,12,3,-7,4,0.1,1,-2,8
CN(C(=O)c1cccs1)c1ccccc1C(=O)O,0.1,2,4,-1,-2,1.8,2,-16,1

# Limited to proCasp3 act (2 entries from above):
Structure | proCasp3 act
CCOc1ccccc1OCCCC(=O)Nc1sccc1C(N)=O | 3
CN(C(=O)c1cccs1)c1ccccc1C(=O)O | 4

# (listing goes on)
SMILES,Efflux pump inh,GASC-1 inh,proCasp3 act,CTSL1 counter,HCV core dimer,PP5 primary,PP1 inh,procasp7 counter,TPT1 inhibitor
Cc1ccc(C(=O)NCCCn2ccnc2)cn1,0.2,6,0,-1,-2,1.0,1,2,-3
COc1ccc(S(=O)(=O)N2CCCOC2CNC(=O)C(=O)NCCCN2CCOCC2)cc1C (stereo unspecified),-0.3,3,3,-1,0,5.3,-1,8,1
Cc1ccc(C(=O)NCCc2nnc3ccc(SCC(=O)NCc4ccc(F)cc4)nn23)cc1,-0.2,2,-6,4,-20,1.1,-2,4,-5
COc1ccc(CNc2cccc3[nH]c(C(F)(F)F)nc23)cc1OC,0.3,7,-7,-4,2,-0.2,-4,8,3
NC(=O)Nc1ccc(C(=O)OCC(=O)NCc2ccc3c(c2)OCO3)cc1,0.0,0,5,x,x,2.1,-2,12,x
Fc1ccc(-c2csc3ncnc(Nc4ccc(N5CCOCC5)cc4)c23)cc1,-0.2,5,2,2,7,-0.1,-2,-2,2
Cc1nnc(NC(=O)CCC(=O)N2CCN(S(=O)(=O)c3cc([N+](=O)[O-])ccc3C)CC2)s1,0.0,4,-1,x,x,x,x,-8,x
COC(=O)c1c(NC(=O)c2ccc(S(=O)(=O)N3CCOCC3)cc2)sc2c1CCN(C(C)C)C2,-0.3,5,-3,2,-20,-0.3,-5,-7,3
CC(C1CCN(Cc2cn(C)nc2-c2cccc(Cl)c2)CC1)N1CCOCC1 (stereo unspecified),-0.1,-9,3,1,-4,-1.3,-1,5,-6
C[C@H]1CN=C(N(C)C)N1CCc1cccc(F)c1,-0.1,-3,3,1,-12,2.1,1,5,-1
COc1cc(/C=C(/C#N)C(=O)Nc2ccc(Cl)cc2)ccc1Oc1nc(Cl)ncc1F,-0.1,-2,6,2,9,2.5,-4,-11,2
Cc1ccc(CCNC(=O)c2sc3nc4n(c(=O)c3c2C)CCC4)cc1,-0.1,3,-2,1,7,-0.2,3,-2,0

# Rewritten as labelled records: part of the list above
Cc1ccc(C(=O)NCCCn2ccnc2)cn1
  Efflux pump inh: 0.2; GASC-1 inh: 6; proCasp3 act: 0; CTSL1 counter: -1; HCV core dimer: -2; PP5 primary: 1.0; PP1 inh: 1; procasp7 counter: 2; TPT1 inhibitor: -3

COc1ccc(S(=O)(=O)N2CCCOC2CNC(=O)C(=O)NCCCN2CCOCC2)cc1C (stereo unspecified)
  Efflux pump inh: -0.3; GASC-1 inh: 3; proCasp3 act: 3; CTSL1 counter: -1; HCV core dimer: 0; PP5 primary: 5.3; PP1 inh: -1; procasp7 counter: 8; TPT1 inhibitor: 1

Cc1ccc(C(=O)NCCc2nnc3ccc(SCC(=O)NCc4ccc(F)cc4)nn23)cc1
  Efflux pump inh: -0.2; GASC-1 inh: 2; proCasp3 act: -6; CTSL1 counter: 4; HCV core dimer: -20; PP5 primary: 1.1; PP1 inh: -2; procasp7 counter: 4; TPT1 inhibitor: -5

COc1ccc(CNc2cccc3[nH]c(C(F)(F)F)nc23)cc1OC
  Efflux pump inh: 0.3; GASC-1 inh: 7; proCasp3 act: -7; CTSL1 counter: -4; HCV core dimer: 2; PP5 primary: -0.2; PP1 inh: -4; procasp7 counter: 8; TPT1 inhibitor: 3

# Next results.
SMILES,Efflux pump inh,GASC-1 inh,proCasp3 act,CTSL1 counter,HCV core dimer,PP5 primary,PP1 inh,procasp7 counter,TPT1 inhibitor
COCCOC(=O)c1c(C)n(C)c2ccc(OC(=O)C3CC3)cc12,0.1,7,-8,-39,-2,-2.2,-1,3,0
C=CCn1c(=O)c2ccccc2n2c(SCC(=O)N3CCCc4ccccc43)nnc12,0.0,9,1,0,15,0.4,0,0,-1
COc1ccc(CN2CCN(S(=O)(=O)c3ccccc3)CC2)c(OC)c1OC,0.0,7,3,-3,0,1.3,-3,4,0
COc1ccc(Nc2ccc(C(N)=O)cc2[N+](=O)[O-])cc1,-0.1,-4,-1,4,-5,-1.4,-2,-3,-1
Nc1ccc(CNc2ncn[nH]2)cc1,0.4,-2,-4,0,2,2.6,-1,-2,1

# Ordered by molecular weight (lowest first): 3 of the compounds above
SMILES,Efflux pump inh,GASC-1 inh,proCasp3 act,CTSL1 counter,HCV core dimer,PP5 primary,PP1 inh,procasp7 counter,TPT1 inhibitor
COc1ccc(Nc2ccc(C(N)=O)cc2[N+](=O)[O-])cc1,-0.1,-4,-1,4,-5,-1.4,-2,-3,-1
COCCOC(=O)c1c(C)n(C)c2ccc(OC(=O)C3CC3)cc12,0.1,7,-8,-39,-2,-2.2,-1,3,0
Cc1ccc(CCNC(=O)c2sc3nc4n(c(=O)c3c2C)CCC4)cc1,-0.1,3,-2,1,7,-0.2,3,-2,0
